# Compound activity deposited in PubChem by Broad Institute.
# LGR2 antag = blocks bursicon-induced cAMP signaling via Drosophila LGR2; HEK293 LGR2, CRE-luciferase, bursicon-stimulated, 4 h; inhibition, % at 9.99 µM; hit rate 0.35% among 380,000;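 active = drop in luminescence signal, shown as inhibition above about 50% in the replicate tests, limit read from the data, passing the limit was not always enough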;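 also: agonist challenge used bursicon conditioned medium at about half maximal strength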
# ERAP1 HTS inh = ERAP1 (human) enzyme inhibition | inhibition, % at 10.7 µM | recombinant ERAP1, Leu-AMC fluorescence, 60 min | Q9NZ08 | hit rate 0.15% among 340,000 | AID 652197;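 active = mean replicate inhibition of at least 30%, or all replicates individually reaching that 30% level; inactive = mean below 30% and not every replicate reaching it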;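 also: 0% = neutral control wells and 100% = L-leucinethiol positive control wells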
# Target sequence (Q9NZ08 whole entry, looked up): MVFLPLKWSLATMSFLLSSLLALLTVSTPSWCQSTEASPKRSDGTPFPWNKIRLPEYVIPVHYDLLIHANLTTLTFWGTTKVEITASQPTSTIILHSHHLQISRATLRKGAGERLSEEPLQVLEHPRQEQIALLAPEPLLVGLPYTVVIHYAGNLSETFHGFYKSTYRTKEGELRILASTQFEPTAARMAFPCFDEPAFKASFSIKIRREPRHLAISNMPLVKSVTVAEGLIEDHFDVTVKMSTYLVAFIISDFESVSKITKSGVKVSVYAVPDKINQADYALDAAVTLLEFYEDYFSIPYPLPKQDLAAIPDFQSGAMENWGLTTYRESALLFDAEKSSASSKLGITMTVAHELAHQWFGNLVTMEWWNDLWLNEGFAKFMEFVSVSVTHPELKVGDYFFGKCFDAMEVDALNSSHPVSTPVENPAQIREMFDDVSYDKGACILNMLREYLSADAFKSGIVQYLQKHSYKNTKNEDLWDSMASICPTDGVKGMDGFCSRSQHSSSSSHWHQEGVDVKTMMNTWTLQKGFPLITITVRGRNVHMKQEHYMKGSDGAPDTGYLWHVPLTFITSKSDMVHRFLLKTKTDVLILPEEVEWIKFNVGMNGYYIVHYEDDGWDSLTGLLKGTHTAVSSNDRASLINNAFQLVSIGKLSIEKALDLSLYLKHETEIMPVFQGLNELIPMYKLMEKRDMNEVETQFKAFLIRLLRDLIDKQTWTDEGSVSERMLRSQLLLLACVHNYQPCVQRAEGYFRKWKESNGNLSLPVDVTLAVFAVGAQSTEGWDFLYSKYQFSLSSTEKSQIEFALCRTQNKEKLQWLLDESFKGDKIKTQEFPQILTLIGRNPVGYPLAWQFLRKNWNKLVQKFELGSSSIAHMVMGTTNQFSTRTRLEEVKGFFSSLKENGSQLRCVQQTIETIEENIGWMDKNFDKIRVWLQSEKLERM
# XiGFP reactiv = reactivates the inactive X chromosome in mouse fibroblasts; XiGFP mouse fibroblasts, % GFP-positive cells imaging, 3 d; cells co-treated with 5-aza-dC sensitizer; scaled so ellipticine positive control = 100%; activation, % at 7.58 µM; hit rate 0.055% among 360,000; AID 743238;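 active = mean normalized replicate activation at least 10% and every replicate at or above 10%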;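 also: 0% = median of on-plate neutral control wells and 100% = ellipticine 6 µM median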
#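 System: 68-5-11 XiGFP fibroblast line | Buffer or medium: DMEM containing 5-aza-dC | Compound: Single point | Times: Compounds 3 days, fix/stain 15 min at room temperature | Benchmarks: Positive control ellipticine, 6 µM final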
# Statin myotox sup = suppression of simvastatin myotoxicity | C2C12 myotubes + simvastatin, ATP luminescence, 48 h; scaled: DMSO 0, geranylgeraniol control 100 | rescue of ATP level, % at 7.49 µM | hit rate 0.78% among 330,000;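 active = mean ATP rescue above about 67%, or every replicate alone reaching that limit, limit read from the data, passing the limit was not always enough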;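 also: myotubes were challenged with 10 µM simvastatin during compound exposure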
# PGC1a acetyl inh = modulators of PGC1a acetylation; U2OS PGC1a acetylation, AlphaScreen anti-acetyl-lysine; with virally co-expressed GCN5 acetyltransferase; inhibition, % at 15.6 µM; hit rate 0.17% among 350,000; AID 651687;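 active = every replicate shows inhibition of at least 40%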;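 also: 0% = neutral control wells and 100% = positive control wells; some results beyond the cut were filed as inactive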
# SIRT5 block = sirtuin-5 (human) deacylase inhibition; AID 652115; Purified SirT5, succinyl-peptide AMC, trypsin-coupled fluorescence; hit rate 1.1% among 330,000; inhibition, % at 15 µM; Q9NXA8; in the data active = inhibition above about 15%
# S100A4 inh HTS = S100A4-myosin IIA interaction inhibition; P26447; S100A4/TAMRA-MyoIIA peptide fluorescence polarization; inhibition, % at 10.7 µM; hit rate 0.14% among 360,000; AID 652163;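 active = mean inhibition of at least 70% across replicates, with every replicate also reaching that level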
# Target sequence (P26447 whole entry, looked up): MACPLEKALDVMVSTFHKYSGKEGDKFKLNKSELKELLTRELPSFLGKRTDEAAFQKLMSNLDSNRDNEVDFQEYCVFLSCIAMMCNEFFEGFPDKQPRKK
#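 Material: S100A4 monomer (human). Medium: Calcium-containing HEPES buffer, pH 7.2. Probe or stimulus: labelled myosin peptide probe, 5 nM. Compound dosing: one concentration per compound. Timing: polarization read 5 min after assay mix addition, stable 5–60 min. Benchmarks: DMSO as neutral control, TFP as positive control.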
# Cneo AK release = causes C. neoformans cell lysis; adenylate kinase release luminescence, 4 h; normalised: neutral wells 0, clomiphene wells 100; lysis activity, % at 15 µM; hit rate 0.2% among 360,000; AID 651654;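 active = mean lysis activity across replicates of at least 80%, whatever share of replicates individually reach that level; inactive = mean lysis activity below 80%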
#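 Signal: Adenylate kinase release luminescence | Assay system: Log-phase Cryptococcus neoformans yeast cells | Input: Cells at 5 × 10^6 per mL | Buffer or medium: Fresh YPD growth medium | Compound: Single dose | Schedule: Static 4 h at 37 °C with compound, 1 h detection | Controls: Clomiphene | Read-out: Luminescence rise reflecting yeast cell lysis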
# An asterisk follows results filed as active; · = no result given.
No.	smiles	LGR2 antag	ERAP1 HTS inh	XiGFP reactiv	Statin myotox sup
1	CCOc1ccc(CCNC(=O)CCOc2cc(C)ccc2C)cc1OCC	-7	-1	0.4	25
2	COc1cccc(-c2nc3ccc(O)cc3c(=O)o2)c1	-3	·	·	0
3	O=C(Nc1ccccc1)OC1CCC2CC1CCC2OC(=O)Nc1ccccc1 (configuration not stated)	8	4	0.0	·
4	O=C(Nc1cccc2ccccc12)c1ccc2sc([C@@H]3O[C@H](CO)[C@@H](O)[C@H]3O)nc2c1	13	3	-0.1	2
5	C#CC[N+](CC)(CC)CC#Cc1ccccc1	-3	0	0.0	-1
6	Cc1[nH]c2ccccc2c1/C=N\NC(=O)c1ccccc1Cl	-6	2	0.4	11
7	Cc1ccc(S(=O)(=O)N(C)C[C@@H]2OCCCC[C@@H](C)Oc3ccc(NC(=O)c4ccncc4)cc3C(=O)N([C@@H](C)CO)C[C@@H]2C)cc1	-1	2	0.2	·
8	C[C@@H]1CN([C@@H](C)CO)S(=O)(=O)c2ccc(C#CC3CC3)cc2O[C@H]1CN(C)C(=O)C1CC1	4	-1	0.0	-3
9	CCCN1C[C@H](C)[C@H](OC)CN(C)C(=O)c2cc(NC(=O)c3cccc(OC)c3)ccc2OC[C@@H]1C	2	·	0.2	-4
10	Cc1cc(C)c(NC(=O)CSc2ccc(-c3ccccn3)nn2)c(C)c1	2	-5	0.0	10
11	CCNC(=O)C[C@H]1C=C[C@@H](NS(=O)(=O)c2ccc(C)cc2)[C@H](CO)O1	-11	-1	0.1	18
12	CCCn1c(N)c(C(=O)CN(C)CC(=O)Nc2ccc(C)cc2)c(=O)[nH]c1=O	-11	1	0.1	·
13	C[C@@H]1CN([C@@H](C)CO)C(=O)c2cc(-c3cccc(C#N)c3)cnc2O[C@@H]1CN(C)C(=O)c1cnccn1	-28	0	-0.4	3
14	O=C(Nc1ccccc1F)N1CC(=O)N2[C@@H](CO)[C@H](c3ccc(C#CC4CCCC4)cc3)[C@@H]2C1	8	-2	0.0	·
15	COc1ccc2c3c(n(C)c2c1)[C@H](CO)N(Cc1cccc(Cl)c1)CC31CN(C(C)=O)C1	24	2	0.3	·

No.	PGC1a acetyl inh	SIRT5 block	S100A4 inh HTS	Cneo AK release
1	·	-5	-5	-1
2	-18	·	·	-3
3	-23	-1	0	-2
4	8	·	0	1
5	7	-5	1	-2
6	-5	·	0	0
7	1	-8	-13	1
8	-5	0	-17	-2
9	-19	·	·	·
10	4	3	-3	-2
11	-18	1	1	-1
12	·	-8	2	0
13	2	-4	-2	-3
14	16	-5	21	·
15	14	·	29	·

# Further records.
No.	smiles	LGR2 antag	ERAP1 HTS inh	XiGFP reactiv	Statin myotox sup
16	C[C@@H]1CN([C@@H](C)CO)C(=O)c2cc(C#C[C@@H](C)O)cnc2O[C@H]1CN(C)Cc1ccc(-c2ccccc2)cc1	5	-2	0.5	14
17	COc1ccc2c3c([nH]c2c1)[C@@H](CO)N(S(C)(=O)=O)CC31CCN(C(=O)c2ccccc2)CC1	1	-2	0.6	·
18	C[C@@H](NC(=O)C[C@H]1CC[C@H]2[C@@H](COC[C@@H](O)CN2C(=O)Nc2cccc(F)c2)O1)c1ccccc1	-19	1	0.0	-2
19	CCc1ccc(CN(C)C(=O)C2CCC(=O)N(CC3CCCCC3)C2)cc1 (configuration not stated)	-11	0	0.3	4
20	COc1ccc(/C=C/C(=O)O/N=C(\N)c2ccccn2)cc1OC	-61	1	0.2	-5
21	C=CCN1C(=O)N(c2ccc(Cl)cc2)C(=O)C1CC(=O)Nc1ccc(F)cc1 (configuration not stated)	15	-1	-0.1	·
22	CN(O)C(=O)Nc1ccc([N+](=O)[O-])cc1	-19	2	0.0	·
23	Oc1ccc2ccccc2c1CN1CCCC1	39	-4	0.0	10
24	COc1cc2c(cc1OC)C(CSc1ccccc1C(=O)O)=NC(C)(C)C2	-28	17	0.0	·
25	CC1CCCCN1CCNC(=O)C1CCN(S(=O)(=O)c2cccc3nsnc23)CC1 (configuration not stated)	-1	1	0.1	1
26	Cc1cc(Cl)ccc1OCC(=O)NCC(=O)N/N=C/c1ccco1	·	1	0.0	·
27	CN1C(=O)c2cc(NC(=O)c3ccc(F)c(F)c3)ccc2OC[C@@H]2O[C@H](CC(=O)N3CCOCC3)CC[C@H]21	3	3	0.5	7
28	Cc1cc(Cl)ccc1NC(=O)/N=C1/NC(=O)CS1	-3	22	0.4	·
29	CC(=O)c1sc(NC(=O)c2ccc(Br)o2)nc1C	-21	-1	0.1	-2
30	O=C(Nc1c(-c2ccccc2)nc2ccccn12)c1cccc(F)c1	2	0	0.2	7

No.	PGC1a acetyl inh	SIRT5 block	S100A4 inh HTS	Cneo AK release
16	4	9	-8	0
17	-4	·	-10	·
18	8	-3	-8	1
19	-6	-5	-3	1
20	9	-1	-2	0
21	-7	-5	-3	·
22	-2	-5	0	·
23	-3	2	0	3
24	·	0	-14	·
25	8	-3	0	1
26	·	-2	1	·
27	-3	7	-2	1
28	·	-7	-4	·
29	-8	2	-4	-5
30	-12	-3	-5	2

# (further entries)
No.	smiles	LGR2 antag	ERAP1 HTS inh	XiGFP reactiv	Statin myotox sup
31	Cc1nc2sc(C(N)=O)c(N)c2c(C)c1CC(=O)c1ccccc1	16	-1	0.3	26
32	Cn1c(SCc2cccc(C#N)c2)nc2ccccc2c1=O	-2	-3	0.0	3
33	Cc1noc(C)c1NC(=O)N(C)C[C@@H]1Oc2ccc(NC(=O)Nc3ccc(C(F)(F)F)cc3)cc2C(=O)N([C@H](C)CO)C[C@H]1C	10	-3	-0.2	-10
34	COc1ccc2c3c(n(C)c2c1)[C@H](CO)N(Cc1ccncc1)CC31CN(C(=O)C2CCC2)C1	7	-1	0.1	·
35	CC(=O)c1ccc(S(=O)(=O)N2CCc3ccccc3C2)cc1	-3	-1	0.0	-1
36	C[C@@H]1CN([C@@H](C)CO)C(=O)CCCn2nncc2CO[C@@H]1CN(C)Cc1ccc(Oc2ccccc2)cc1	5	·	-0.1	-5
37	CN1C(=O)c2cc(NC(=O)Cc3ccccc3)ccc2OC[C@H]2O[C@@H](CC(=O)NCc3ccc(Cl)cc3)CC[C@@H]21	6	·	0.3	17
38	Nc1c(C(=O)c2ccco2)oc2ccccc12	1	7	0.3	·
39	NS(=O)(=O)c1ccc(NC(=S)NNC(=O)c2ccc(Br)o2)cc1	-3	3	-0.2	7
40	Cc1cnc(C(=O)OCC(=O)Nc2cccc(S(=O)(=O)N3CCCCC3)c2)cn1	-6	0	0.0	·
41	O=C(O)C1CSC2(CCN(Cc3ccccc3)CC2)N1 (configuration not stated)	1	0	·	12
42	COc1ccc(S(=O)(=O)N(C)C[C@@H]2OCc3ccccc3-c3c(n(C)c4ccccc34)C(=O)N([C@@H](C)CO)C[C@@H]2C)cc1	12	0	-0.2	12
43	CCN1CCN(C(=O)c2ccc3c(c2)N(Cc2ccc(C)cc2)CCS3)CC1	8	2	0.0	-87
44	O=C(Cn1ccc(NC(=O)OCc2ccccc2)nc1=O)NCCc1c[nH]c2ccccc12	-7	-1	0.0	0
45	O=C1C=C(c2ccc3[nH]ccc3c2)CCC1	-91	-1	-0.1	0

No.	PGC1a acetyl inh	SIRT5 block	S100A4 inh HTS	Cneo AK release
31	·	-2	5	-1
32	·	-3	9	6
33	-18	1	11	5
34	·	0	-3	·
35	-12	-2	3	-1
36	-1	·	·	·
37	0	·	·	·
38	·	0	2	·
39	·	4	1	-1
40	·	28*	5	·
41	-8	1	4	-1
42	-3	11	3	1
43	·	-3	-4	1
44	-2	·	4	-1
45	·	5	0	1

# 3 entries out of the list above, arranged by the number in ERAP1 HTS inh, low to high:
no.	SMILES	LGR2 antag	ERAP1 HTS inh	PGC1a acetyl inh	SIRT5 block	S100A4 inh HTS
35	CC(=O)c1ccc(S(=O)(=O)N2CCc3ccccc3C2)cc1	-3	-1	-12	-2	3
40	Cc1cnc(C(=O)OCC(=O)Nc2cccc(S(=O)(=O)N3CCCCC3)c2)cn1	-6	0	·	28*	5
12	CCCn1c(N)c(C(=O)CN(C)CC(=O)Nc2ccc(C)cc2)c(=O)[nH]c1=O	-11	1	·	-8	2

# Further records
No.	smiles	LGR2 antag	ERAP1 HTS inh	XiGFP reactiv	Statin myotox sup
46	Cc1ccc(C)c(OC(=O)C2CSC3(C)CCC(=O)N23)c1C (configuration not stated)	-9	-1	0.0	2
47	CC1(C)CC1C(=O)Nc1ccc([N+](=O)[O-])cc1Br (configuration not stated)	-5	·	·	4
48	COCCN(C(=O)CNC(=O)c1ccco1)C(C(=O)NC1CCCC1)c1ccc(OC)c(OC)c1 (configuration not stated)	8	1	0.0	-5
49	COc1ccc(OC)c(N=C(C)C2=C(O)COC2=O)c1	17	·	·	0
50	COc1ccc(NC(=O)N(C)C[C@@H]2Oc3c(NC(=O)C4CCOCC4)cccc3C(=O)N([C@H](C)CO)C[C@H]2C)cc1	-18	-4	0.2	8
51	CCCCCNc1nc(-c2ccccc2)nc(-n2ccnc2)n1	-5	0	-0.2	8
52	CN(c1ccccc1)S(=O)(=O)c1cccc(NC(=O)Cc2n[nH]c(=O)c3ccccc23)c1	5	-1	0.0	-14
53	CCCCCCCCCCCC1N=C(N)NC(CCCO)=C1C(=O)OC (configuration not stated)	·	44*	0.1	·
54	COc1cc(OC)cc(C(=O)N[C@H](C(=O)OCC(N)=O)C(C)C)c1	-13	-3	0.0	·
55	CCC(=O)Nc1ccc(C(=O)CSc2nnc(-c3ccccc3F)n2CCc2ccccc2)cc1	·	0	0.1	·
56	COc1ccc(C(=O)Nc2ccc(N3CCN(C(=O)c4ccccc4C)CC3)cc2)cc1	38	-1	0.2	·
57	C[C@H]1CN([C@@H](C)CO)C(=O)c2cc(-c3ccccc3F)cnc2O[C@H]1CN(C)C(=O)NC1CCCC1	0	1	-0.4	3
58	COc1ccc(-n2c(SCC(=O)N3CCOCC3)nc3ccccc3c2=O)cc1	13	4	0.2	-2
59	CCNS(=O)(=O)c1ccc(CCC(N)=O)cc1	-2	6	0.0	·

No.	PGC1a acetyl inh	SIRT5 block	S100A4 inh HTS	Cneo AK release
46	8	-2	-3	-1
47	-3	·	·	3
48	-11	-4	2	-2
49	-4	·	·	-3
50	0	1	2	-2
51	4	0	0	0
52	·	-2	-2	0
53	-7	-1	-1	·
54	·	0	6	·
55	·	6	-1	·
56	28	-2	6	3
57	-5	0	6	4
58	5	-2	-4	0
59	0	-2	13	·

# 3 records drawn at random from the list so far:
No.	smiles	LGR2 antag	ERAP1 HTS inh	XiGFP reactiv	Statin myotox sup
50	COc1ccc(NC(=O)N(C)C[C@@H]2Oc3c(NC(=O)C4CCOCC4)cccc3C(=O)N([C@H](C)CO)C[C@H]2C)cc1	-18	-4	0.2	8
51	CCCCCNc1nc(-c2ccccc2)nc(-n2ccnc2)n1	-5	0	-0.2	8
57	C[C@H]1CN([C@@H](C)CO)C(=O)c2cc(-c3ccccc3F)cnc2O[C@H]1CN(C)C(=O)NC1CCCC1	0	1	-0.4	3

No.	PGC1a acetyl inh	SIRT5 block	S100A4 inh HTS	Cneo AK release
50	0	1	2	-2
51	4	0	0	0
57	-5	0	6	4

# Some of the compounds tested (hit frequency here may not be typical).
